Screening data (PubChem BioAssay)
m5-HT2A agonist: mouse Htr2a agonists via beta-arrestin recruitment, primary screen, cell-based, luminescence | CHO-K1 mHTR2A beta-arrestin complementation; percent of 30 µM serotonin response | activation, % at 7.6 µM | hit rate 0.66% among 360,000 | AID 624169, 2012;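 active = activation above a run cutoff, the mean activation of all tested compounds plus 3 SD, cut at about 14% in these data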;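 note: 0% = plate median of compound wells and 100% = 30 µM serotonin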
Target sequence (P35363 whole entry, looked up): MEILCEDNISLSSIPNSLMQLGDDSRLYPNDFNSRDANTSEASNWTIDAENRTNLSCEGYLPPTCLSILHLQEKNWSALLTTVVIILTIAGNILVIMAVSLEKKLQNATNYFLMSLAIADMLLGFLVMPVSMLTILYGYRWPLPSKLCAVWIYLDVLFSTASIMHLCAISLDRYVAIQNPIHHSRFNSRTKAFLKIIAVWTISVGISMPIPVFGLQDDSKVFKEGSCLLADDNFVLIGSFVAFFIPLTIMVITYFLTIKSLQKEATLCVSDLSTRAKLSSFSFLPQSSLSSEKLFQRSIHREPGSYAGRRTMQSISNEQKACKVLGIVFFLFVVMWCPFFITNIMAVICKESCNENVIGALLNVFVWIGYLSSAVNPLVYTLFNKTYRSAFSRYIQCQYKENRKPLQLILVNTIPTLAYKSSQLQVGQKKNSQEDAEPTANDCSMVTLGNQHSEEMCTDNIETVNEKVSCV
iPSC survival up: enhancers of single-cell hiPSC survival, primary screen, ATPlite luminescence | 100% = ROCK inhibitor wells, 0% = DMSO | survival enhancement, % at 20 µM | hit rate 0.044% among 360,000 | AID 602274, 2012; in the data active = survival enhancement above about 18%;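 note: cells exposed to compounds for 16 hours before the ATP read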
Glyco luc inh: increase of ERlucT glycosylation luciferase signal, primary screen, N-linked glycosylation inhibitor project, D54 ERlucT cells, luminescence, set 2; D54 ERlucT glycosylation luciferase reporter, 24 h; percent of 100 nM tunicamycin response; AID 588692, 2011; hit rate 0.23% among 360,000; reporter increase, % at 12.5 µM;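 active = mean luciferase reporter signal, scaled so untreated is 0 and the glycosylation-blocking control 100, at or above a set limit in every replicate; inconclusive = mean reaches the limit but not every replicate does; inactive = mean below the limit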;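 note: luciferase carries N-glycosylation sites so blocking glycosylation raises the light; 0% = median of neutral control wells and 100% = median of 100 nM tunicamycin wells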
Cardio protect: cardioprotection against H2O2-induced cell death, primary screen, uHTS, H9c2 cells, ATPLite luminescence; hit rate 0.63% among 360,000; AID 588492, 2011; protection from H2O2 cell death, % at 20 µM; H9c2 cardiomyocytes, H2O2 injury protection, 2 h;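 active = compounds giving at least 50% protection of heart cells from peroxide-induced death in the single-dose screen, raw or plate-pattern-corrected value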;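 note: 0% = DMSO wells with peroxide and 100% = DMSO wells without peroxide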
CaV13 FRET inh: Primary screen for inhibitors of IQ motif and Ca2+-dependent inactivation inhibitor domain binding in CACNA1D, Förster resonance energy transfer in living cells, …. HEK cells, CFP/YFP FRET ICDI-IQ, plate reader, 10 min; percent FRET-ratio fall versus neutral wells. inhibition, % at 12.3 µM. hit rate 0.098% among 340,000. AID 743397;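 active = mean replicate inhibition of at least 30% and at least 1% of replicates passing that level; inconclusive = only one of the two criteria is met; inactive = neither criterion is met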;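 note: 0% = median of the neutral control wells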
PDI inh: inhibitors of human PDI, primary screen, biochemical, turbidity, single point, plate reader; Protein disulfide-isomerase (Homo sapiens), P07237; inhibition, % at 10 µM; PDI insulin aggregation turbidity, A650, 90 min; AID 588391, 2011; hit rate 0.052% among 350,000;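 active = mean inhibition across replicates of 30% or more, whatever share of single replicates reach that level; inconclusive = mean inhibition below 30% while every single replicate reaches 30%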;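 note: absorbance from insulin aggregation driven by PDI reduction with DTT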
Target sequence (P07237 whole entry, looked up): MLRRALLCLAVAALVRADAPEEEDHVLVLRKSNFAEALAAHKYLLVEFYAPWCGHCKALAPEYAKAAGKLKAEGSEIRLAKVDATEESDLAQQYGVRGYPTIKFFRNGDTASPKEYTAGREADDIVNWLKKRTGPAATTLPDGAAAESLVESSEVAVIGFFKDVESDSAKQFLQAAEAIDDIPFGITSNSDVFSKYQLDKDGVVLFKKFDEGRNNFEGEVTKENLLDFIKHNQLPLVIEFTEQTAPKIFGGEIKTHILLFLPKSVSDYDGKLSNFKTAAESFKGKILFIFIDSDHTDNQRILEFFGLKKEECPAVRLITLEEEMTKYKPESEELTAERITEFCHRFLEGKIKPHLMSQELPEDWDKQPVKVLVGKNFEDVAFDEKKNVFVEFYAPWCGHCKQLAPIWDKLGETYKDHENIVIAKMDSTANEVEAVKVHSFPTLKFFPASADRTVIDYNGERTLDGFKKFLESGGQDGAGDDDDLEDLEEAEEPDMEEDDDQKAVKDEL
ABCB6 inh 2: ABCB6 transporter inhibitors, primary screen, K562-ABCB6 cells, flow cytometry, MLPCN library. ATP-binding cassette sub-family B member 6 (Homo sapiens), Q9NP58. K562-ABCB6 porphyrin accumulation, 1 h; hits give low values. fluorescence ratio to DMSO, % at 10 µM. hit rate 0.19% among 360,000. AID 602162, 2011;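 active = fluorescence ratio to DMSO below 75%, the collection mean minus 3 SD; inconclusive = too few cells collected in the well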;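 note: signal is porphyrin accumulated inside mitochondria; 100% equals median channel fluorescence of DMSO control wells; lower ratio means ABCB6 inhibition with less porphyrin fluorescence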
Vif inh: HIV Vif self-association inhibitors, primary screen, imaging, HEK293T, single point; inhibition, % at 7.49 µM; AID 602346, 2012; hit rate 0.35% among 340,000; HEK293T cells, Vif self-association by quenched fluorescence, 24 h; in the data active = inhibition above about 50%, passing the limit was not always enough; inconclusive = no clear call, values can overlap the other calls; inactive = below about 31%; note: some results filed as inactive read as strong as hits
Granule exo inh: LAMP-1 surface exposure blockers, TALL-104 cells – cell-based, flow cytometry, MLPCN library, primary screen. TALL-104 LAMP-1 surface exposure; cells stimulated with thapsigargin and PMA. inhibition, % at 10 µM. hit rate 0.66% among 360,000. AID 651702, 2012;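 active = inhibition above about 55%, limit read from the data; inconclusive = no clear call, values can overlap the other calls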
aDG glyco up: activators of alpha-DG glycosylation, primary screen, uHTS, Pro5-aDG cells, AlphaScreen; alpha-DG glycosylation AlphaScreen (IIH6); 0% Pro5, 100% B10-LARGE cell signal; activation, % at 10 µM; hit rate 0.22% among 360,000; AID 624168, 2012;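 active = activation of at least 8% versus controls, or a plate z-score of at least 8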;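 note: Pro5 are CHO cells carrying HIG-tagged alpha-DG that lacks glycosylation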
The depositor's hits bear a star; i = inactive; ? = inconclusive; · = no result given; & = joins results of further samples.

entry	SMILES	Vif inh	CaV13 FRET inh	PDI inh	Glyco luc inh	Granule exo inh	Cardio protect	iPSC survival up	ABCB6 inh 2	aDG glyco up	m5-HT2A agonist
1	CC(C)OC(=O)CSc1nnc(-c2cnccn2)n1C	-5	·	0	-1	-1	3	0.5	102	-0.1	-3
2	O=C(N/N=C/c1ccncc1)c1cccc(N/N=C/c2ccncc2)c1	2	-7	3	-1	1	32	-0.1	95	-0.4	-2
3	COc1ccc(NC(=O)Nc2nnc(-c3ccccc3F)s2)cc1	-4	-4	-2	1	2	7	-1.4	98	-0.2	4
4	Cc1ccc(S(=O)(=O)NCC(=O)OCCOc2cccc(Cl)c2)cc1	1	-6	13	2	6	-17	0.0	93	-0.2	-2
5	OCC[C@@H]1C[C@H](O)[C@@H](O)[C@@]2(OCCCc3cc(C(F)(F)F)ccc32)O1	3	-3	·	1	1	1	-0.7	95	0.1	15*
6	O=C(NNC(=O)c1ccc(Cl)cc1Cl)c1csc(-c2cccnc2)n1	1	-4	7	-1	-2	-13	-0.5	95	0.1	1
7	COCCCn1c(-c2cccs2)nc2nc3ccccc3nc21	-17	-1	-3	4	-1	16	-0.8	100	0.0	1
8	O=C(O)CSC1=NC(=Nc2ccc(Cl)cc2)C2(CCCCC2)N1c1cccc(C(=O)O)c1	2	-4	9	1	-3	0	-0.1	98	-0.1	2
9	OCCOCCn1c(C(CO)Nc2nc(-c3ccc(F)cc3)cs2)nc2ccccc21 (configuration not stated)	·	-13	0	2	-6	4	2.1	95	0.1	-1
10	Cc1ccc(C(O)c2ncc(-c3ccc(Cl)cc3)[nH]2)cc1F (configuration not stated)	-4	-2	-2	-4	1	-8	-0.5	95	1.5	-2
11	CC(Oc1cccnc1[N+](=O)[O-])C(=O)Nc1ccc(Cl)cn1 (configuration not stated)	17	-1	1	0	-4	1	-0.3	100	0.1	11
12	Cc1ccc(-n2cc(CNCCN3CCOC3=O)c(-c3cccc(C)c3)n2)cc1	3	10	3	0	3	5	-2.2	105	1.0	-6
13	CCCCCn1c(=NC(=O)c2ccco2)c(C(=O)OCC)cc2c(=O)n3ccccc3nc21	-5	26&2	1&-3	-2&-1	1&1	1&-12	0.3&1.4	96&101	2.3&2.3	-2&1
14	CCCC(O)(CCC)C(=O)NN1CCCCC1	8	-5	-5	1	-1	0	-2.1	97	-0.1	7
15	Cc1ccccc1NC(=S)N1CCN(Cc2ccc3c(c2)OCO3)CC1	2	-20	-3	1	-2	-6	0.3	99	0.1	1
16	Cn1c(=O)c(-c2cc(=O)[nH][nH]2)c(O)c2ccccc21	12	-5	0	4	9	8	0.3	97	-0.1	1
17	Cc1ccc2c(c1)nnn2C1CCN(S(=O)(=O)c2ccc(C(=O)N(C)C3CCCCC3)cc2)CC1	5	-4	-13	-6	-2	-4	-2.4	87	1.8	-3
18	CCOC(=O)c1c(C)c[nH]c1C	-3	0	10	1	-1	5	1.3	89	-0.3	5
19	COC(=O)c1cccc(-n2c(C)cc(/C=C3\SC(=O)NC3=O)c2C)c1	-12	-5	-5	1	-9	-8	-3.4	97	0.2	4
20	CCN(CC)S(=O)(=O)c1ccc(/C=C/C(=O)N(c2ccccn2)C2CCCCC2)cc1	-13	3	-4	-4	-4	0	-0.4	92	0.6	0
21	Nc1ncc([N+](=O)[O-])cc1S(=O)(=O)c1ccccc1	·	-3	-5	-3	-13	3	-0.4	114	0.1	-4
22	COC(=O)Cn1cc(/C=C/c2cc[n+](C)cc2)c2ccccc21	i	-93	-3	3	-2	8	-0.4	141	-0.1	4
23	COCc1c(C#N)c(NCCc2ccc(F)cc2)nc(C)c1[N+](=O)[O-]	-5	-3	-6	-3	4	-8	1.7	94	0.4	-3
24	COc1ccc(CN(C)C(C)C(=O)Nc2ccc(S(=O)(=O)N3CCCCC3)cc2)c(OC)c1 (configuration not stated)	-7	-6	4	-4	-3	-4	-0.6	89	0.0	-2
25	C/C=C/c1ccc(OCCOc2ccc(C=O)cc2)c(OC)c1	1	-3	13	2	3	0	-2.0	102	0.2	4
26	O=C(CNC1CCCC1)Nc1ccc(S(=O)(=O)N2CCCCC2)cc1	10	-6	5	-3	10	7	-0.2	94	0.1	-4
27	CCOC(=O)c1ccc(NS(=O)(=O)c2c(C)n(C)c(=O)n(C)c2=O)cc1	9	-7	·	1	-1	-2	-0.7	102	0.0	5
28	COCCCNc1nc2c(c(=O)[nH]c(=O)n2C)n1CC(O)COc1cccc(C)c1 (configuration not stated)	-13	-1	-14	1	?	-1	-0.5	100	-0.1	9
29	COc1ccc(C(=O)NC(C)c2ccc(-n3ccnc3)cc2)c(OC)c1 (configuration not stated)	-25	-2	-3	-1	-4	-4	-0.3	93	0.2	-2
30	COc1cc2c(=O)n(Cc3ccccc3)c(=O)n(CC(=O)NCCc3ccccc3)c2cc1OC	-11	-3	-8	12	-3	1	-2.9	86	0.4	7
31	C=CCN1CC(c2nc3ccccc3n2Cc2ccccc2)CC1=O (configuration not stated)	15	-5	-2	1	-1	3	-1.1	87	0.4	-2
32	CN(C)c1ccc(/C=N/NC(=O)c2ccc(Cl)cc2)cc1	2	-7	0	0	7	-12	0.2	92	0.0	-2
33	C=CCn1cc(/C=N\NC(=O)c2cc3c(ccc4ccccc43)o2)c2ccccc21	3	·	-5	2	2	16	1.3	93	0.0	4
34	Cc1ccnc(NC(=O)c2ccccc2[N+](=O)[O-])c1	5	-6	7	3	-4	-3	-1.3	103	0.0	-2
35	C#CCOCCOCCOCCNc1nc(N2CCN(C(=O)[C@H](CCCCN)n3cc(CN)nn3)CC2)nc(N2CCN(C(=O)[C@H](CCCCN)n3cc(CN)nn3)CC2)n1	-3	-11	23	-2	0	-2	-1.0	95	0.0	2
36	CCOC(=O)c1ccc(NC(=O)c2ncn3c2C(=O)N[C@H](C)C3)cc1	-3	-6	0	2	-5	-9	-1.8	96	0.3	-2
37	O=C(NCc1ccccc1)c1ccc2c(c1)C(=O)N(CC1CCCO1)C2=O (configuration not stated)	-3	-9	-4	1	-4	4	-0.2	89	0.0	1
38	Cc1ccc(CN(C)C(=O)c2c(C)nn(-c3ccccc3)c2C)cc1	10	-4	-7	-1	67*	-5	0.4	99	-0.1	-5
39	COc1ccc(-c2csc(NC(=O)CSC(C)C(=O)Nc3cc(C)on3)n2)cc1OC (configuration not stated)	-3	-2	9	2	3	10	0.1	89	-0.1	4
40	COc1ccc(CN2CCN(C(=O)c3ccc(S(=O)(=O)N4CCCCCC4)cc3)CC2)cc1	-7	-14	-3	-4	-23	-6	-0.3	101	0.4	0
41	NS(=O)(=O)c1ccc(NC(=O)C2C3C=CC(C3)C2C(=O)O)cc1 (configuration not stated)	-1	0	3	-1	0	-4	-0.3	103	0.0	2
42	Cc1c(C(=O)NC2CCN(Cc3ccccc3)C2)oc2c(Cl)cccc12 (configuration not stated)	-2	-4	3	-7	28	-2	-0.4	98	0.1	-14
43	CCOc1ccc(-c2c(C(=O)N/N=C/c3cccnc3)nnn2-c2nonc2N)cc1	-4	-15	10	1	10	2	-0.5	98	-0.2	-1
44	O=C(Nc1nnc(-c2ccccc2)s1)c1cc(S(=O)(=O)N2CCOCC2)c(Cl)cc1Cl	5	-4	-6	2	1	-1	-2.3	95	0.2	2
45	CC(=O)c1cccc(NC(=O)c2ccc(-c3ccccc3[N+](=O)[O-])o2)c1	-9	-3	4	-4	-3	-5	-1.2	92	0.6	-4
46	CCS(=O)(=O)N1CCC2(CC1)OCCN2S(=O)(=O)c1ccc(OC)cc1	1	-4	6	-1	-4	10	-0.6	101	-0.3	2
47	Cn1nnc2cc(NC(=O)Nc3ccccc3F)ccc21	0	-17	4	-10	14	-10	-3.2	99	-0.1	2
48	CCOC(=O)C1C(=O)NC(c2ccccc2)=NC1c1ccc(Cl)cc1 (configuration not stated)	0	·	8	3	1	11	-0.9	98	-0.2	-3
49	CC(=O)C1=C(O)CC(c2ccccc2)CC1=NCCc1c(C)[nH]c2ccc(C)cc12 (configuration not stated)	·	-3	·	2	0	14	-2.9	95	0.1	2
50	CCc1c(C)nc2ncnn2c1N1CCC(C(=O)NCc2ccc3c(c2)OCO3)CC1	-6	-9	7	1	0	-2	-0.7	98	0.3	1

Next entries:
entry	SMILES	Vif inh	CaV13 FRET inh	PDI inh	Glyco luc inh	Granule exo inh	Cardio protect	iPSC survival up	ABCB6 inh 2	aDG glyco up	m5-HT2A agonist
51	COc1ccccc1-c1noc(-c2ccccc2C(=O)NCc2ccco2)n1	5	-6	4	0	-1	5	0.2	98	-0.5	1
52	c1cc2c(cc1C1=NNC(=NC3CC3)SC1)OCCO2	2	-18	-1	-24	-1	-27	-5.2	98	2.4	-3
53	COc1ccccc1C(=O)NC(=O)COC(=O)CCNS(=O)(=O)c1ccccc1	8	-6	2	2	-6	1	-0.4	98	0.4	5
54	CSc1ccc(N/N=C(/C#N)S(=O)(=O)C(C)(C)C)cc1	4	9	7	2	-3	-10	-0.8	112	-0.3	-1
55	COC(=O)c1cccc(CN2C(=O)C(C)Oc3ccc(C)cc32)c1 (configuration not stated)	-12	-5	-9	-1	-16	-6	6.6	100	0.3	6
56	Cn1c(=O)c2c(nc(CN3CCC(C(N)=O)CC3)n2Cc2ccccc2F)n(C)c1=O	-2	·	3	1	1	4	8.3	98	0.0	1
57	CCCn1c(=O)c2ccccc2n2c(SCC(N)=O)nnc12	3	-1	-8	3	-3	20	0.4	101	0.0	-2
58	COc1ccc2cc3cc(C(=O)N4CCCCCC4)oc3nc2c1	-4	·	-9	-16	0	-10	0.6	99	-0.1	3
59	Cc1ccc(S(=O)(=O)N(Cc2nccn2C)C(C)C)cc1	16	-4	4	1	1	1	-1.9	103	-0.1	0
60	CC(NS(=O)(=O)c1ccccc1)C(=O)NCc1ccco1 (configuration not stated)	5	-9	5	-1	-3	17	-1.0	104	0.2	5
61	CC1C(=O)Nc2ccc(S(=O)(=O)N3CCN(c4ccccc4F)CC3)cc2NC1=O (configuration not stated)	·	-5	·	1	3	-22	0.6	100	0.3	·
62	Cc1nn(C)cc1S(=O)(=O)N1CCN(c2ccccc2)CC1	-6	-6	-79	-1	5	0	-0.3	97	-0.2	-1
63	CC(=O)Nc1ccc(/C=C(\C#N)C(N)=O)cc1	3	-20	-4	2	13	4	0.1	100	0.0	3
64	O=C(NNC(=O)c1ccc2ccccc2c1)c1cccc(F)c1	10	-10	7	2	-10	1	-0.5	96	0.1	-4
65	CC1COC(Cn2c3ccccc3c3ccccc32)O1 (configuration not stated)	6	-2	12	-5	-5	0	-0.1	100	0.0	-3
